High-throughput results from PubChem BioAssay.
STAT1 inh – reduces IFN-gamma driven STAT1 reporter signal | NIH 3T3 STAT1-luciferase reporter, luminescence | inhibition, % at 5.5 µM | 200,000 tested, 0.35% active;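 active = inhibition above a set limit, the mean inhibition across all tested compounds plus 3 SD, cut at about 34% in these data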;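 note: 0% = IFN-gamma with DMSO and 100% = IFN-gamma with 300 µM nifuroxazide; values of inactives mirror those of a sister screen read the other way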
FLuc inhib CS – Photinus pyralis luciferase inhibition counter-screen. P08659. ATPLite firefly luciferase biochemical luminescence, 10 min. inhibition, % at 10 µM. 200,000 tested, 1.5% active;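 active = inhibition above about 50% when tested at 10 µM, limit read from the data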
Target sequence (P08659 whole entry, looked up): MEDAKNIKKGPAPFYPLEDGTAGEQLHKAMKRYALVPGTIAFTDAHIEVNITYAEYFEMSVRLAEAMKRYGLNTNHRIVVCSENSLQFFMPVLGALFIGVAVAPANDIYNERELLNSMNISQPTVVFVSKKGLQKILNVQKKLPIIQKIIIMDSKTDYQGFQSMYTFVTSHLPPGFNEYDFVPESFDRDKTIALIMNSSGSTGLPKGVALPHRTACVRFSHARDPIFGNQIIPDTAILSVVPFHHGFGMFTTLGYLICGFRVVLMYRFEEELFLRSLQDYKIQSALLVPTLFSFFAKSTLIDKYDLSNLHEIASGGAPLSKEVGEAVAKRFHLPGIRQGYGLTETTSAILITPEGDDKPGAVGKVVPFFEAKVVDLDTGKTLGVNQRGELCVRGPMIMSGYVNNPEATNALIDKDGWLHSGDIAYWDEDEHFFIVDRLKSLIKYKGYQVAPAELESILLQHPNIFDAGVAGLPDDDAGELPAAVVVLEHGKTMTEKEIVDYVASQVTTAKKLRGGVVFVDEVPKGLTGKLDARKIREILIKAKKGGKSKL
FLuc stim CS – firefly luciferase counter-screen for stimulation assays. activation factor at 10 µM. 200,000 tested, under 10 active. AID 1027. P08659. ATPlite luciferase biochemical, luminescence, 10 min; 0 = ATP-free wells, 1 = DMSO control;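 active = luciferase activation factor, scaled between plate controls, of at least 2 with compound at 10 µM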
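Assay system: Luciferase/luciferin reagent mix; Medium: PBS as buffer for the ATP substrate; Dosing: test compounds dosed from 2 mM stocks in 100% DMSO; Times: 10 min, room temperature; Signal: luminescence from luciferase reaction; Read-out: luciferase activation; Controls: No-ATP low control, compound-free enzyme-plus-ATP high control.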
STAT1 act – STAT1 signaling activation; NIH 3T3 STAT1-luciferase reporter, IFN-gamma, luminescence; 100% = IFN-gamma alone, no compound; activation (% of control), % at 5.5 µM; 200,000 tested, 2.6% active;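 active = activation above the screen-wide mean activation plus 3 SD, cut at about 130% in these data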;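 note: raw ratio to IFN-gamma control signal so 100% means no change and 0% no light; values of inactives mirror those of a sister screen read the other way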
APP transl inh – APP translation inhibition; SH-SY5Y APP 5'UTR-luciferase reporter, luminescence; inhibition, % at 2 µM; 190,000 tested, 0.82% active;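 active = inhibition above a set limit, derived from the sample mean plus 3 SD, cut at about 45% in these data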; note: values of inactives mirror those of a sister screen read the other way
APP 5'UTR act – APP 5'UTR luciferase reporter activation. activation, % at 2 µM. 190,000 tested, 1% active. AID 1276. SH-SY5Y APP 5'UTR luciferase reporter, luminescence; zero percent = DMSO vehicle wells;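 active = activation above a set limit, based on mean plus 3 SD of controls, cut at about 140% in these data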; note: values of inactives mirror those of a sister screen read the other way
ROMK primary – modulators of human ROMK potassium channel; P48048; Tet-inducible ROMK, thallium flux fluorescence; actives lie on both sides; B-score at 10 µM; 130,000 tested, 2% active;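 active = signal ratio slope over the read window, or its plate-corrected B-score, at least 3 SD from the plate mean, either direction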;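 note: B-score of the F/F0 ratio slope over 7 to 12 s after thallium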
Target sequence (P48048 whole entry, looked up): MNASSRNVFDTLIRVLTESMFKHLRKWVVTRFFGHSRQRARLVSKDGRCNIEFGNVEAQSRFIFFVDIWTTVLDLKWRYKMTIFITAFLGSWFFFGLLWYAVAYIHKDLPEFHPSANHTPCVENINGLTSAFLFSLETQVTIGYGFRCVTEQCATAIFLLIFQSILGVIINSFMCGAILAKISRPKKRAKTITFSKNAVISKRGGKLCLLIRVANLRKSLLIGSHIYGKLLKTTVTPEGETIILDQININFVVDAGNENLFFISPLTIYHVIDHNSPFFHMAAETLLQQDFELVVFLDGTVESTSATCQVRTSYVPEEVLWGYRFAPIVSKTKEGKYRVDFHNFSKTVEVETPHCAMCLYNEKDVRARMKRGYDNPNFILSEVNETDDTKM
NF-kB neuron act – compounds increasing NF-kB expression in human neuronal cells; NF-kB reporter expression; hits give high values; fold change at 12.5 µM; 190,000 tested, 1.6% active; AID 1239; in the data active = fold change above about 3.3
STAT3 inh – reduces IL-6 driven STAT3 reporter signal | U3A cells, IL-6 STAT3-luciferase reporter, luminescence; host cell line lacks STAT1 | inhibition, % at 5.5 µM | 190,000 tested, 0.89% active;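 active = inhibition above the mean inhibition across all screened compounds plus 3 SD, cut at about 44% in these data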;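 note: 0% = DMSO only wells and 100% = 100 µM nifuroxazide control wells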
STAT3 act – activators of IL-6 induced STAT3 signaling. U3A cells, IL-6 STAT3-luciferase reporter, luminescence; 100% = signal with IL-6 EC80 alone. activation (% of control), % at 5.6 µM. 190,000 tested, 0.91% active;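 active = activation above the screen-wide mean of compound activation plus 3 SD, cut at about 130% in these data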;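 note: 0% = background luminescence of wells with medium and substrate only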
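Test system: human U3A cells carrying STAT3-luciferase construct; control set: IL-6-only wells as 100% reference; timing: compound pre-incubation 1 h before IL-6, then 6 h stimulation at 37 °C; also added: IL-6 stimulus at 33 ng/mL final; evaluation: % activation versus median of IL-6-stimulated wells; detection: reporter luminescence signal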
Active calls of the source: *; x = not tested or not shown.

SMILES	STAT1 inh	FLuc inhib CS	FLuc stim CS	STAT1 act	APP transl inh	APP 5'UTR act	ROMK primary	NF-kB neuron act	STAT3 inh	STAT3 act
COc1ccc(CNC(=O)C/C(C)=N/NC(=O)COc2ccc(Br)cc2)cc1	7.4	-3.6	1	93.5	-6.0	6.0	0.0409	1.17	-7.6	108.6
CCC(C)NC(=O)Nc1ccc(F)c(Cl)c1 (configuration not stated)	-4.5	0.7	1	102.9	7.6	-7.6	-1.16	1.35	16.5	90.3
NC(=O)c1ccc(-n2nnnc2Oc2ccccc2)cc1	-0.6	-4.2	1	101.3	-19.6	19.6	-0.0224	0.94	0.4	102.8
COC(=O)CSc1nnc(C)c(=O)[nH]1	-9.4	-5.2	1.1	108.7	-6.4	6.4	-2.25e-05	1.26	3.3	99.8
O=C(Nc1nc2n(n1)C(c1ccccc1)CC(c1ccc(Cl)cc1)N2)c1ccco1 (configuration not stated)	-5.6	-7.4	1.1	105.1	-3.6	3.6	x	0.95	12.7	94.4
Cc1nc2cc(F)ccc2n1C1CCN(C(=O)c2ccc(F)cc2F)CC1	18.4	-4.4	1	81.6	-12.7	12.7	-0.546	1.04	20.9	84.6
CCOc1ccc(N(C(=O)Cn2nnc3ccccc32)C(C(=O)NC(C)(C)CC)c2cccn2C)cc1 (configuration not stated)	1.1	-7.8	1.1	99.0	-3.8	3.8	x	1.11	-7.0	108.6
Cc1ccc(CN2CC34C=CC(O3)C(C(=O)NCc3ccc5c(c3)OCO5)C4C2=O)cc1 (configuration not stated)	-4.3	-8.6	1.1	103.9	-1.1	1.1	-0.381	1.14	4.3	100.6
COc1cc(C(=O)OCC(=O)N(C)Cc2ccccc2)cc(OC)c1OC	2.0	-11.6	1.1	98.2	-4.1	4.1	x	1.05	-0.8	103.7
O=C(/C=C/c1ccccc1)N1CCN(c2cccc(Cl)n2)CC1	7.5	4.7	1	93.3	-8.3	8.3	x	1.02	2.5	99.2
CCc1nc(SCc2cccnc2)c(C#N)cc1C	4.3	-3.8	1	96.0	-3.6	3.6	-0.767	0.99	12.6	92.6
CCNC(=S)N1CCN(C(=O)c2ccco2)CC1	-3.4	-12.6	1.1	103.0	9.1	-9.1	-1.16	1.15	8.4	97.1
CC(=O)c1cccc(NC(=O)CC2S/C(=N/N=C/c3ccccc3)NC2=O)c1 (configuration not stated)	-3.7	-7.2	1.1	101.4	-17.7	17.7	0.141	0.9	7.6	98.8
CC(C)(C)NC(=O)NC(=O)COC(=O)c1cccc(S(=O)(=O)N2CCCCC2)c1	0.3	-6.9	1.1	99.2	3.7	-3.7	-0.0255	1.33	4.8	97.1
CC1=NN(c2nc(-c3ccc(C)cc3)cs2)C(=O)C1N=Nc1ccccc1O (configuration not stated)	-10.4	3.5	1	107.7	51.9*	-51.9	0.721	1.75	-2.1	103.8
O=C(CSc1n[nH]c(=O)[nH]c1=O)N/N=C/C=C\c1ccccc1	-14.7	7.7	0.9	112.6	-3.9	3.9	0.0926	0.9	-1.7	102.5
COc1cccc(/C(O)=C2\C(=O)C(=O)N(c3ccccn3)C2c2cccc(OC)c2OC)c1 (configuration not stated)	15.8	1.0	1	85.6	-12.9	12.8	x	1.32	-1.5	101.5
CCN(CC)C(=O)C(=O)N/N=C/c1ccc(Br)cc1	-3.0	8.2	0.9	102.7	8.7	-8.7	x	1.27	-7.3	110.9
Cn1c(SCC(=O)NC(C)(C)C)nnc1-c1cccc(NC(=O)c2ccccc2F)c1	-2.2	-6.2	1.1	102.0	17.7	-17.7	0.374	1.25	6.1	99.9
O=C(CSc1nc(-c2ccco2)cc(C(F)(F)F)n1)NCCN1CCOCC1	-3.4	-2.4	1	101.4	-5.2	5.2	0.465	1.22	-1.4	103.2
CC(C)Cc1ccc(S(=O)(=O)N2CCN(C(=O)c3ccco3)CC2)cc1	7.0	2.9	1	93.5	-14.0	14.0	x	0.81	6.1	98.0
O=C(c1ccco1)N1CCN(Cc2nc3ccccc3c(=O)n2-c2ccc(F)cc2)CC1	16.1	-7.2	1.1	85.1	x	x	-1.2	0.88	10.4	96.8
COc1ccc(NC(=O)C(NC(=O)c2ccc(=O)[nH]c2)c2ccc(OC)cc2)cc1 (configuration not stated)	-5.9	-3.8	1	105.4	-22.0	22.0	0.781	0.89	-7.2	109.5
Cc1cc(C)n2nc(C(=O)N3CCOCC3)nc2n1	-8.3	2.0	1	107.7	4.8	-4.8	0.0964	1.15	3.9	99.0
Cc1cc(NC(=S)Nc2cccnc2)ccc1Br	5.3	-7.8	1.1	96.5	4.4	-4.4	-0.969	1.24	25.3	82.3
CCOC(=O)c1ccccc1NC(=O)COC(=O)C1=COCCO1	-5.8	-7.2	1.1	105.4	-2.7	2.7	x	0.85	6.6	98.5
CCOc1ccc(-c2nc(S(=O)(=O)c3ccccc3)c(NCc3cccnc3)o2)cc1	-3.3	0.7	1	103.0	7.4	-7.4	x	1.07	11.5	93.8
CC(C)(C)C1=C(C#N)C(c2cccnc2)C(C#N)=C(N)O1 (configuration not stated)	17.7	-5.6	1.1	84.5	16.5	-16.5	-0.000915	1.13	2.7	97.9
COc1nc2ccccc2c(=O)n1OCC(C)C	-2.3	3.5	1	102.1	-16.8	16.8	x	1.17	17.6	90.0
CC1(C)Cc2c(cnn2-c2ccccc2)C(=O)/C1=N\NC(=O)c1ccccc1	1.8	-1.1	1	92.7	3.2	-3.2	1.1	1.14	-4.9	105.1
O=c1c(-c2ccccc2)[n+]([O-])c2ccccc2n1O	-6.3	-3.8	1	105.8	16.7	-16.7	-0.719	1.03	2.3	103.5
COC(=O)Nc1ccc(SCC(=O)c2ccccc2)cc1	-4.1	-1.0	1	102.7	-31.9	31.9	0.957	1.04	8.1	94.6
CCOc1ccccc1Nc1nc(N)nc(CSc2nccc(C)n2)n1	-6.2	-2.4	1	105.7	7.3	-7.3	-0.569	0.96	13.5	92.3
O=C(/C=C/NNC(=O)c1ccccc1)c1ccc(Br)cc1	-9.4	7.1	0.9	108.7	-25.1	25.1	x	1.64	9.1	95.2
O=C(NCc1ccco1)c1cc2ccccc2c(=O)o1	-5.4	19.7	0.8	105.1	-13.8	13.8	0.919	1.88	19.6	84.9
Cc1ccccc1OCC(=O)NNC(=O)CCc1ccccc1	-8.2	-9.1	1.1	105.5	19.4	-19.4	-0.555	1.05	-0.8	103.7
CC(C)C1Oc2ccccc2N(CC(=O)N(Cc2ccncc2)Cc2ccco2)C1=O (configuration not stated)	4.3	-5.7	1.1	94.3	-7.1	7.1	-0.336	0.7	-1.6	102.6
Cc1ccc(C(=O)N/N=C(/CC(=O)c2cccs2)C(F)(F)F)cc1	-8.0	-3.9	1	107.1	-9.0	9.0	x	0.9	-5.6	103.7
Cn1cc(CCC(=O)N2CCCC(C(=O)c3ccc(C(C)(C)C)cc3)C2)cn1 (configuration not stated)	2.9	1.3	1	95.4	5.3	-5.2	0.0286	0.83	0.0	105.1
Cc1cc(=O)[nH]c(SCc2cccc3cccnc23)n1	-9.8	0.8	1	105.8	-0.2	0.2	-0.877	1.05	2.7	101.8
CC(C)C1O/C(=N/C(=O)Nc2ccc(Cl)c(Cl)c2)NC1=O (configuration not stated)	-5.9	-1.1	1	105.4	10.9	-10.9	x	0.99	2.3	102.5
Cc1ccc(S(=O)(=O)N2CCN(S(=O)(=O)c3ccc(C)cc3)C2c2ccccc2)cc1	-0.8	-4.8	1	100.7	-9.3	9.3	-0.0149	0.93	-4.9	104.3
O=C1CC(Nc2ccc3ccccc3c2)C(=O)N1Cc1ccccc1 (configuration not stated)	-4.5	-3.3	1	104.2	8.2	-8.2	0.394	0.91	-36.2	137.6*
CCN1CCC2(CCN(Cc3cn[nH]c3-c3ccc(OC)c(F)c3)C2)C1 (configuration not stated)	-1.6	-5.4	1.1	100.0	14.3	-14.3	0.101	1.21	6.6	98.0
CCC(C)(C)c1ccc(Oc2ccc(N)cc2)cc1	69.6*	-1.7	1	34.5	79.7*	-79.7	0.00626	0.27	81.3*	35.2
O=[N+]([O-])c1cccc(S(=O)(=O)N2CCCC2)c1	-7.6	-6.1	1.1	106.7	-26.1	26.1	0.227	0.89	0.8	97.2
CCCSc1nc2c(c(=O)n1-c1ccc(OCC)cc1)SCC2	3.5	-0.4	1	98.1	-8.7	8.7	x	1.77	5.9	98.7
O=C(Nc1ccccc1)c1ccc(-c2ccccc2)s1	-44.0	23.5	0.8	137.0*	-59.9	59.9	-0.259	2.35	-1.6	105.4
CCOC(=O)N1CCN(S(=O)(=O)c2ccc(C(=O)Nc3nnc(C4CC4)o3)cc2)CC1	-0.9	-4.4	1	100.8	6.3	-6.3	0.533	0.97	11.9	92.3
Cc1ccc(C)c(-c2nnc(OCC(=O)Nc3cc(C)on3)c3ccccc23)c1	6.5	-4.7	1	94.1	11.2	-11.2	x	0.91	0.3	103.0
COc1ccc(C2N(c3ccc(Cl)cc3)N=C(C(C)=O)N(C)N2C(C)=O)cc1 (configuration not stated)	9.7	-3.6	1	90.5	2.6	-2.6	-0.0119	1.05	-13.0	112.7
COc1ccc(S(=O)(=O)N2CCN(c3cccc(C)c3C)CC2)cc1	4.7	-6.8	1.1	95.8	1.5	-1.5	x	0.85	10.0	95.7
COc1ccc(S(=O)(=O)N2CCOCC2)cc1NC(=O)c1ccccc1-c1ccc(C(F)(F)F)cc1	-1.6	-1.3	1	101.4	-3.5	3.5	0.504	1.21	18.3	85.4
Cc1ccccc1NC(=O)Cn1c(C)nc2ccc(N)cc2c1=O	1.3	-7.8	1.1	98.8	-2.3	2.3	0.0483	0.88	13.0	93.7
Cc1ccc(/C=C(\NC(=O)c2ccccc2)C(=O)N2CCCC2C(=O)O)cc1 (configuration not stated)	-0.7	-2.5	1	97.6	1.9	-1.9	-0.444	1.11	8.7	96.6
COc1cc(S(=O)(=O)Nc2ccccc2)ccc1N=Cc1c(C)[nH]n(-c2ccc(C)cc2)c1=O	-0.1	4.1	1	100.1	-11.2	11.2	x	0.7	-7.2	109.1

Carrying on:
SMILES	STAT1 inh	FLuc inhib CS	FLuc stim CS	STAT1 act	APP transl inh	APP 5'UTR act	ROMK primary	NF-kB neuron act	STAT3 inh	STAT3 act
O=C(Nc1cccc2ccccc12)c1cnccn1	-14.0	0.2	1	111.9	-33.5	33.5	x	2.04	7.6	98.9
Cc1cc(C)n(CC(O)COCc2ccco2)n1 (configuration not stated)	1.5	3.9	1	98.6	2.2	-2.2	0.202	1.09	-1.0	104.0
CCOC(=O)c1cnc(SCc2ccccc2)nc1N	-69.5	8.5	0.9	157.8*	-146.4	146.4*	-0.0649	8.96*	6.3	95.9
C/C(CC(=O)NC(C)(C)C)=N\NC(=O)c1ccco1	-30.3	-4.4	1	127.4	-79.5	79.5	-0.648	1.42	-21.0	121.6

The order is random (roughly 7.1% active in at least one column).
